# LEDGF integ inh = blocks HIV-1 LEDGF/p75-dependent DNA integration | TR-FRET IN-LEDGF/p75 DNA integration, Eu/Cy5 | inhibition, % at 3.7 µM | 370,000 compounds, 0.64% hits | AID 743269;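 active = inhibition above the screen-wide mean plus 3 SD, cut at about 13% in these data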;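 also: signal is the Cy5 over europium emission ratio at 671 and 618 nm; 0% = plate median of compound wells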
# HTRA1 inh = blocks human HTRA1 serine peptidase; 340,000 compounds, 0.5% hits; Q92743; recombinant HTRA1, FP-rhodamine activity-based probe, fluorescence polarization; inhibition, % at 5.96 µM; in the data active = inhibition above about 36%;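 also: 0% = enzyme with DMSO and 100% = wells lacking enzyme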
# TCR-CD3 inh = inhibitors of human TCR-CD3 interaction. TAMRA-labeled TCR probe fluorescence, biochemical. inhibition, % at 9.4 µM. 360,000 compounds, 0.37% hits. AID 651800; in the data active = inhibition above about 19%;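 also: recombinant mutant TCR 2C K166C tagged with TAMRA read by polarization; 0% = receptor in buffer alone and 100% = receptor with positive control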
# TDP2 inh = blocks human TDP2 phosphodiesterase activity; O95551; recombinant TDP2, T5PNP hydrolysis, p-nitrophenol absorbance 415 nm; inhibition, % at 12.8 µM; 370,000 compounds, 0.34% hits; AID 720702;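 active = inhibition above the mean of all tested compounds plus 3 SD, set per campaign, cut at about 25% in these data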;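 also: 0% = DMSO with enzyme and 100% = buffer with substrate but no TDP2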
# Target sequence (O95551 whole entry, looked up): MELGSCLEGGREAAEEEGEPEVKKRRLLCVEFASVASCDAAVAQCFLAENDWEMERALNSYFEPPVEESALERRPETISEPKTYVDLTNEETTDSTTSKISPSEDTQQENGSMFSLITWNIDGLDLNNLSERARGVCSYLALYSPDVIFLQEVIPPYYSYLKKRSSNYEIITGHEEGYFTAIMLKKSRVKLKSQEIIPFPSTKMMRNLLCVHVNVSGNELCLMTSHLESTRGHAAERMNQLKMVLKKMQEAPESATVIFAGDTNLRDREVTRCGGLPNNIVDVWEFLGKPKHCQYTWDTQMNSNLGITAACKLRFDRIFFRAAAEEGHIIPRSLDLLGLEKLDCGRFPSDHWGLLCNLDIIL
#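 Test system: Human TDP2 enzyme | Reagent: 5 mM T5PNP | Compound dosing: 12.8 µM single point, 1% DMSO | Incubation: Enzyme reaction with compound for 2 h at 37 °C | Technique: p-Nitrophenol epi absorbance | Read-out: % inhibition relative to enzyme-containing and enzyme-free wells | Benchmarks: High control without enzyme, low control DMSO plus TDP2 | Replicates: Singlicate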
# ABHD4 inh = inhibits mouse alpha/beta hydrolase domain 4; Q8VD66; purified mABHD4, FP-Rh probe fluorescence polarization; inhibition, % at 8.92 µM; 370,000 compounds, 0.54% hits; AID 720543;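 active = inhibition exceeding the mean over every tested compound plus 3 SD, cut at about 30% in these data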;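 also: 0% = plate median of compound wells and 100% = S159A mutant with DMSO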
#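 Test system: mABHD4 protein; Read-out basis: % inhibition; Incubation: 45 min + 60 min at 25 °C; Repeats: single replicate; Technique: fluorescence polarization with parallel and perpendicular emission, 525/598 nm; Compound: 8.92 µM, single dose; Benchmarks: full inhibition S159A mutant plus DMSO, zero as sample-well median.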
# UHRF1 binding = UHRF1 methyl-DNA binding inhibition; Q96T88; UHRF1 binding to methylated oligo, TR-FRET; inhibition, % at 4.4 µM; 370,000 compounds, 0.75% hits; AID 687016; in the data active = inhibition above about 21%;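 also: UHRF1 SRA domain binding a hemimethylated CpG hairpin DNA probe; 0% = median of test compound wells and 100% = reference inhibitor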
# SIAE inh = inhibitors of human sialic acid acetylesterase SIAE. Q9HAT2. SIAE FP-Rh probe binding, fluorescence polarization. inhibition, % at 9.66 µM. 370,000 compounds, 0.69% hits. AID 1053197;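 active = inhibition above a cutoff: mean of compounds within the control limits plus 3 SD of those, cut at about 17% in these data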;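 also: 0% = plate median of compound wells and 100% = probe without SIAE protein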
# Target sequence (Q9HAT2 whole entry, looked up): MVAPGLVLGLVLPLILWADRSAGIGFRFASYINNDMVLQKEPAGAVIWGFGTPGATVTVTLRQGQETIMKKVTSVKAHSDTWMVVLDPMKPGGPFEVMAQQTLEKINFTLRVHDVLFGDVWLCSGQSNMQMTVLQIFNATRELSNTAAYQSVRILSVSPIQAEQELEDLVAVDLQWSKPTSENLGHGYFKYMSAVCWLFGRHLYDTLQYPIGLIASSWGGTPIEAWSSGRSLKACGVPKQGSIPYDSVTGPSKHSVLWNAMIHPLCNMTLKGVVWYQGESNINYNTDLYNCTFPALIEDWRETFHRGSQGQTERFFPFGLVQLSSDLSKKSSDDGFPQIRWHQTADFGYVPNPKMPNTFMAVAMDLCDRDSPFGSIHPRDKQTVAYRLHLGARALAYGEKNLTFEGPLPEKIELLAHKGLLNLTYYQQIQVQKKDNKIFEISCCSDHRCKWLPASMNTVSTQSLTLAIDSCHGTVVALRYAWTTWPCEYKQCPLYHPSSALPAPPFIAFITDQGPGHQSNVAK
# PRMT1 FP inh = PRMT1 (human) inhibition, primary screen; recombinant PRMT1, activity-based probe fluorescence polarization; Q99873; inhibition, % at 2.79 µM; 370,000 compounds, 1.3% hits;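 active = inhibition above about 21% made by adding two undisclosed values, limit read from the data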
# DDE Tn7 FP inh = disrupts Tn7 cyclic peptide binding to fibrin D-Dimer-E complex; FP displacement of FITC-Tn7 peptide from fibrin DD(E); 0% = median of compound wells per plate; inhibition, % at 8.3 µM; 370,000 compounds, 0.13% hits;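 active = inhibition above the mean of compounds falling within the control limits plus 3 SD of them, cut at about 14% in these data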;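 also: 0% = plate median of compound wells and 100% = 10 µM Aha-Tn7 peptide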
#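 Measure: % inhibition scaled between sample-field median and high-control FP; Test system: human fibrin DD(E); Quantity: 2 µM final DD(E) protein; Doses: one dose, 8.3 µM nominal; Schedule: compound with protein 10 min, then 3 h after probe, room temperature; Detection: fluorescence polarization; Medium: Tris buffer with calcium and detergent, pH 7.8.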
# PG9 binder = small molecules binding HIV-1 gp120 antibody PG9; TR-FRET gp120-PG9 antibody binding; AID 624416; inhibition, % at 6.7 µM; 360,000 compounds, 0.43% hits; in the data active = inhibition above about 8.5%
# Starred values were filed as active, the others as inactive; . = not tested or not shown; & = joins results of further samples.
structure	LEDGF integ inh	HTRA1 inh	TCR-CD3 inh	TDP2 inh	ABHD4 inh	UHRF1 binding	SIAE inh	PRMT1 FP inh	DDE Tn7 FP inh	PG9 binder
Cc1cc(C)c(NC(=O)C2CCCO2)c(C)c1 (configuration not stated)	-1	0	4	-8	2	-2	-8	0	9	0.5
COc1ccc(CN2CCC(=O)N([C@H](CO)c3ccccc3)CC2)cc1	0	5	7	2	6	-1	4	-1	-4	-0.8
CCN1CCN(c2ccc(S(=O)(=O)N(CC)CC)cc2[N+](=O)[O-])CC1	-2	0	-1	-14	-4	-4	1	-1	-12	-1.7
COc1cc(C(=O)OCC(=O)Nc2ccc(SC(F)F)cc2)cc(OC)c1OC	-4	-11	4	-2	-20	-3	-8	2	-1	-1.0
COC(=O)COC(=O)c1ccc(-n2nnnc2SC)cc1	1	0	2	5	1	-2	1	-2	0	3.2
O=C(CC1C[C@H](C(=O)N2CCCCC2)[C@@]2(CCc3ccccc3)c3[nH]c4ccccc4c3CCN2C1=O)NCCC1=CCCCC1 (some centres not stated)	-1	10	1	14	-5	-1	11	-3	-6	-3.0
Cn1c(=O)oc2cc(NC(=O)CCl)ccc21	-1	1	-2	-5	-10	7	-4	7	0	-0.2
CNC(=O)C(NC(=O)Nc1ccc(C)cc1)C(C)(C)C (configuration not stated)	-2	8	6	2	0	2	0	-2	-3	-1.5
O=C(CN(c1ccccc1F)S(=O)(=O)c1ccccc1)N1CCCCCC1	1	-1	-3	-17	-13	6	-2	2	-1	0.5
CC(C)(C)C(=O)c1no[n+]([O-])c1/C(=N/O)C(C)(C)C	-1	-9	4	-3	-1	0	-2	0	5	-0.7
Cc1cccc(/C(N)=N/OC(=O)Cc2cccs2)c1	-3	-33	-4	-1	-4	3	-2	2	-6	0.8
COc1ccc(/C=N/NC(=O)C2C3CCCCC32)cc1OC (configuration not stated)	1	-1	-1	0	4	-1	6	-4	-5	-1.6
O=C(C1=C(O)C(=O)N(CCN2CCOCC2)C1c1cccc([N+](=O)[O-])c1)c1cccs1 (configuration not stated)	-5	5	1	5	6	1	8	4	3	-1.3
CC(=O)c1sc(NC(=O)C(C)Oc2ccc3c(C)cc(=O)oc3c2)nc1C (configuration not stated)	1	4	1	12	1	-2	-2	1	-2	5.1
CCOc1cnc(C(=O)NNC(=O)C(Br)C(C)C)o1 (configuration not stated)	-2	5	6	5	0	0	2	-1	10	1.6
CCn1c(CCCOc2ccc(Cl)cc2Cl)n[nH]c1=S	1	-6	-4	-2	1	-3	11	4	-4	0.1
COC(=O)c1sccc1NC(=O)c1ccccc1C(=O)O	-2	1	1	3	-1	-1	-3	-1	4	0.7
CCOc1ccc(NC(=O)CSc2nc3ccccc3c(=O)n2CCCC(=O)N2CCCC2)cc1	2	-7	3	-4	1	0	-1	-1	-3	-2.3
CSc1ccc(C2NC(=O)c3ccccc3N2)cc1 (configuration not stated)	2	-2	-2	15	-2	-1	6	-7	-4	0.4
O=C(CCCCCNC(=O)c1ccccc1Cl)N/N=C/c1ccco1	4	6	6	12	0	-4	5	0	-4	-1.9
Cc1ccc(S(=O)(=O)N2C[C@H]3n4c(=O)ccc(=O)n4C[C@H](OC(=O)NC4CCCC4)[C@@]3(O)C2)cc1	1	0	-1	6	3	-1	-3	3	3	-0.9
Fc1ccc(-n2cc(-c3ccccc3)[n+]3c2SCC3)cc1	0	-2	0	3	-2	-4	-4	-5	3	-0.4
COC(=O)c1ccc2nc(-c3cccc(Cl)c3)c(Cc3cccc(F)c3)n2c1	8	.	-1	4	-7	19	-4	-3	-2	0.2
COc1ccc(OCc2cc(C(=O)NCC3(C)COC3)no2)c(Cl)c1	-6	-2	-8	-5	3	3	0	1	5	0.3
c1ccc2c3nnc4n(c-3nc2c1)CCCS4	1	-6	4	-7	-10	-7	-4	2	-2	-1.9

# Record cards, as listed above. Values in the order: LEDGF integ inh | HTRA1 inh | TCR-CD3 inh | TDP2 inh | ABHD4 inh | UHRF1 binding | SIAE inh | PRMT1 FP inh | DDE Tn7 FP inh | PG9 binder
# Listed for Cn1c(=O)oc2cc(NC(=O)CCl)ccc21 → -1 | 1 | -2 | -5 | -10 | 7 | -4 | 7 | 0 | -0.2
# Listed for CSc1ccc(C2NC(=O)c3ccccc3N2)cc1 (configuration not stated) → 2 | -2 | -2 | 15 | -2 | -1 | 6 | -7 | -4 | 0.4
# Listed for O=C(CC1C[C@H](C(=O)N2CCCCC2)[C@@]2(CCc3ccccc3)c3[nH]c4ccccc4c3CCN2C1=O)NCCC1=CCCCC1 (some centres not stated) → -1 | 10 | 1 | 14 | -5 | -1 | 11 | -3 | -6 | -3.0
# Listed for CNC(=O)C(NC(=O)Nc1ccc(C)cc1)C(C)(C)C (configuration not stated) → -2 | 8 | 6 | 2 | 0 | 2 | 0 | -2 | -3 | -1.5
# Listed for Cc1cc(C)c(NC(=O)C2CCCO2)c(C)c1 (configuration not stated) → -1 | 0 | 4 | -8 | 2 | -2 | -8 | 0 | 9 | 0.5

# Returning to the listing with the two entries that preceded the break.
# Results follow in this order: LEDGF integ inh	HTRA1 inh	TCR-CD3 inh	TDP2 inh	ABHD4 inh	UHRF1 binding	SIAE inh	PRMT1 FP inh	DDE Tn7 FP inh	PG9 binder
- COc1ccc(OCc2cc(C(=O)NCC3(C)COC3)no2)c(Cl)c1
    -6	-2	-8	-5	3	3	0	1	5	0.3
- c1ccc2c3nnc4n(c-3nc2c1)CCCS4
    1	-6	4	-7	-10	-7	-4	2	-2	-1.9
- CC(C)C(=O)NNC(=O)CC(=O)Nc1ccccc1C(=O)O
    1	4	5	3	-5	1	-4	0	-2	-0.1
- O=C(Nc1ccc(F)cc1)C1CCN(C(=O)NCc2ccccc2)CC1
    -2	-1	6	-3	-4	6	-1	1	-1	-0.8
- Cc1ccc(C(=O)NCC2CCCO2)cc1S(=O)(=O)N1CCCCC1 (configuration not stated)
    3	3	-1	-10	3	1	-3	0	-5	-1.1
- O=C(OC1CCOC1=O)c1ccc(CO)cc1 (configuration not stated)
    -9	6	0	-4	-4	2	-2	4	7	2.1
- COC(=O)c1c(NC(=O)CN2CCN(c3cccc(Cl)c3)CC2)sc(C)c1C
    2	-3	-9	-12	1	6	2	-1	-5	-0.6
- O=C1N=C2SCCN2/C1=C\c1ccc(Cl)cc1
    -3	-5	5	-5	1	2	-9	4	-1	-2.0
- COc1ccc(S(=O)(=O)N2CCC(C(=O)NCC3CCCO3)CC2)cc1Cl (configuration not stated)
    -1	4	-5	5	0	5	-5	-1	-4	-0.5
- COc1cccc(C(=O)NNc2nc(C)cc(C)n2)c1
    -1	1	1	6	6	2	3	-2	-2	0.0
- Cc1ccc(C(C(=O)NC2CCCC2)N(Cc2cccnc2)C(=O)c2snc(C(N)=O)c2N)o1 (configuration not stated)
    0	6	4	4	3	-1	3	-1	-4	-0.9
- CCCc1cc(-c2n[nH]c(=S)n2Cc2ccccc2)cs1
    1	-3	-10	-6	-8	0	10	1	-5	-0.7
- COC(=O)c1c(N2C(=O)[C@H]3[C@@H](C2=O)[C@]2(C(=O)Nc4c(C)cccc42)N2CCC[C@@H]32)sc(C)c1C
    -3	-16	4	1	-4	-4	6	2	2	-2.8
- CC(=O)NC12CC3CC(C1)CC(C(=O)NCc1ccc(C)cc1)(C3)C2
    -2	-10	-4	7	1	1	1	1	-4	-1.4
- CC(C)Cc1ccc(CN2CCCC(NC(=O)c3ccoc3)C2)cc1 (configuration not stated)
    0	-6	-11	-9	-17	16	-7	4	5	0.1
- OC(c1ccccc1)(c1ccccc1)C1CCN(CCCOc2ccccc2)CC1
    0&-1	.	4	5&2	9&11	1&2	-1&4	6&4	2&-3	-1.1
- CCN(CC)S(=O)(=O)c1ccc2oc(SCC(=O)NCc3ccccc3)nc2c1
    1	-2	5	-1	-2	-1	3	0	-5	-0.8
- O=C1NCC(COCc2ccccc2)O1 (configuration not stated)
    2	1	5	5	-7	-2	-1	1	-2	0.2
- O=C(c1ccc2c(c1)OCO2)N1CCN(c2ccc(F)cc2)CC1
    -2	-7	-3	16	2	9	1	3	1	1.2
- CN(CC(=O)Nc1cccc(F)c1)C(=O)CCCc1c[nH]c2ccccc12
    -1	0	11	1	-1	-3	12	-3	2	-0.4
- O=C(CSc1nnc(CCCOc2ccc(Cl)cc2Cl)o1)Nc1ccc(C(=O)O)cc1
    3	-12	-4	-8	-16	8	-5	4	-3	1.7
- Cc1nn(Cc2ccccc2)c(C)c1NC(=O)CCCn1nc([N+](=O)[O-])cc1C
    -1	4	2	3	1	13	6	2	4	0.0
- COc1ccc(C(=O)N2CCN(CCc3ccccc3)CC2)cc1[N+](=O)[O-]
    4	8	2	19	0	14	13	0	-4	-1.9
- CC(C)C/C=C1\CCc2c([nH]c3ccccc23)C1=O
    0	2	6	2	4	-1	4	0	-4	-2.0
- Cc1cc(C)c(C#N)c(SCCN2CCOCC2)n1
    -3	6	-8	5	4	16	1	3	2	-2.3
- Cc1ccc(C(=O)c2cc([N+](=O)[O-])ccc2N2CCOCC2)cc1
    0	-2	7	-4	7	-5	-3	-6	3	0.4
- Cc1cnc(C(=O)N2CCCC(N3CCN(c4ccccc4F)CC3)C2)cn1 (configuration not stated)
    -5	0	-9	-10	-6	0	-11	2	3	-1.1
- COC(=O)c1cccc(C#CC(NP(=O)(c2ccccc2)c2ccccc2)c2ccccc2)c1 (configuration not stated)
    0	-72	4	-6	-31	-2	-13	0	1	0.5
- Cc1cc(C)c(C)c(OCCCN(C)C)c1
    -1	2	1	2	6	2	8	-2	-4	-1.9
- CCOC(=O)N1CCN(C(=O)CCN2C(=O)COc3ccccc32)CC1
    -1	-1	3	7	2	-1	-5	-1	0	0.1
- Cn1cnc2c(SCc3ccccc3)ncnc21
    -3	0	5	4	2	4	1	-3	1	0.5
